Source: PubChem (Sanford-Burnham Center for Chemical Genomics)
APOBEC3G inh = APOBEC3G DNA deaminase inhibitors, primary screen, biochemical, fluorescence, single-stranded DNA substrate, uHTS. DNA dC->dU-editing enzyme APOBEC-3G (Homo sapiens), Q9HC16. recombinant A3G, ssDNA deamination FAM/TAMRA fluorescence. inhibition, % at 20 µM. actives 0.28% (n = 330,000);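 active = inhibition of at least 40% at 20 µM, with no more than 30% in the related APOBEC3A deaminase screen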;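 note: plate controls were DMSO wells with A3G for no effect and wells lacking A3G enzyme for full effect; some compounds called inactive have numbers as strong as hits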
A3A deaminase = APOBEC3A ssDNA deaminase inhibitors, primary screen, selectivity assay for APOBEC3G inhibitor project, biochemical, FAM/TAMRA oligo cleavage fluorescence | recombinant A3A, FAM/TAMRA ssDNA deamination fluorescence | AID 493011, 2011 | inhibition, % at 20 µM | actives 0.41% (n = 330,000);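 active = at least 40% inhibition at 20 µM here, with at most 30% in a related deaminase screen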;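 note: plate controls were A3A with DMSO for no effect and wells lacking A3A enzyme for full effect; some results filed as inactive read as strong as hits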
Target sequence (P31941 whole entry, looked up): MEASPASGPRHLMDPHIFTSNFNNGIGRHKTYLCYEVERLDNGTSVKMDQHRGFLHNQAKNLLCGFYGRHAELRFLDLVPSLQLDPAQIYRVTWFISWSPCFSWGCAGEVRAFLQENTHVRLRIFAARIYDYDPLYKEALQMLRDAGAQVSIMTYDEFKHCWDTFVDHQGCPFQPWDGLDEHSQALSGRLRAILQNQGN
hIAP activ = human IAP activators, primary screen, biochemical, luminescence, uHTS | actives 0.16% (n = 330,000) | activation factor at 10 µM | purified human IAP, CDP-Star luminescence, 30 min; active compounds read high; 1 = vehicle-only enzyme, 0 = enzyme-free background | Intestinal-type alkaline phosphatase (Homo sapiens), P09923 | AID 2524, 2010;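 active = activation factor of the enzyme at least 2-fold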; note: the source names both 10 and 20 µM as test concentration; values of inactives mirror those of a sister screen read the other way
Target sequence (P09923 whole entry, looked up): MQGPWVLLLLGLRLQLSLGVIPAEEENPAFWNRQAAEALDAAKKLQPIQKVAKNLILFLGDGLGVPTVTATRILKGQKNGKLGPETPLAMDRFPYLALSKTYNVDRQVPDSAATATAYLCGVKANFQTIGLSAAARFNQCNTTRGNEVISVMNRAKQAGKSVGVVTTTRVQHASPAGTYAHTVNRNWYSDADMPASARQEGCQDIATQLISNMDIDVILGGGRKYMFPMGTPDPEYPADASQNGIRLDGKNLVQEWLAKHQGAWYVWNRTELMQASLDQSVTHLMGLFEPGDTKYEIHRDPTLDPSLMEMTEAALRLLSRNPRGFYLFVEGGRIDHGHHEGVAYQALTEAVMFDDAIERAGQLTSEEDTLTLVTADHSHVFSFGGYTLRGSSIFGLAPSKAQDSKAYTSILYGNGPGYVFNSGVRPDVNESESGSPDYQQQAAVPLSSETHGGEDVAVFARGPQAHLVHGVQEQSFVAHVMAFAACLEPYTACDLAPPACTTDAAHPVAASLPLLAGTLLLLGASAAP
MPTP block = mitochondrial permeability transition pore inhibitors, primary screen, biochemical, isolated mouse mitochondria, absorbance; Ca2+ swelling absorbance, 30 min; inhibition, % at 10 µM; actives 1.4% (n = 360,000);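 active = inhibition of 50% or more, scaled per plate between neutral and stimulator controls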;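 note: 0% = DMSO wells given calcium and 100% = 1 mM EGTA wells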
GRIN3A LBD mod = binders of NR3A ligand-binding domain, primary screen, biophysical, differential scanning fluorimetry, uHTS; Glutamate receptor ionotropic, NMDA 3A (GRIN3A) ligand-binding domain; NR3A LBD differential scanning fluorimetry, Tm shift; 0% = protein alone, 100% = glycine-bound protein; actives 2.5% (n = 340,000); Tm shift relative to glycine control, % at 25 µM;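 active = melting temperature shift of at least 10% of the positive control shift, at one fixed dose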
mIAP block = inhibitors of mouse IAP, primary screen, biochemical, luminescence, uHTS; intestinal alkaline phosphatase [Mus musculus]; purified mouse IAP, CDP-Star luminescence, 30 min; inhibition, % at 10 µM; actives 0.2% (n = 330,000);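 active = inhibition of at least 40% at 10 µM in the primary screen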;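 note: plate controls were DMSO with enzyme for no effect and no enzyme wells for full effect; values of inactives mirror those of a sister screen read the other way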
hIAP inh = human IAP inhibitors, primary screen, biochemical, luminescence, uHTS | Intestinal-type alkaline phosphatase (Homo sapiens), P09923 | purified IAP, CDP-Star luminescence, 30 min | inhibition, % at 10 µM | actives 0.12% (n = 330,000) | AID 2544, 2010;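 active = inhibition reaching a set limit with compound at 10 µM in the primary screen, cut at about 35% in these data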;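 note: plate controls were DMSO wells with enzyme for no effect and no-enzyme buffer wells for full effect; values of inactives mirror those of a sister screen read the other way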
beta cell repl = inducers of MIN6 beta-cell proliferation, primary screen, ATP luminescence, uHTS; proliferation, % at 10 µM; MIN6 cells proliferation, ATPlite luminescence, 48 h; cells starved in 0.2% serum; 100% = growth in 10% serum; AID 2380, 2010; actives 0.29% (n = 330,000);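 active = compounds whose signal lies at least 3.5 SD above the mean of all wells on their plate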;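 note: 0% = DMSO-treated cells in low-serum medium and 100% = 10% serum control; some compounds called inactive have numbers as strong as hits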
mIAP act = activators of mouse IAP, primary screen, biochemical, luminescence, uHTS; AID 2805, 2010; muIAP, CDP-Star luminescence, 30 min; active compounds read high; 1 = vehicle-only enzyme signal, 0 = enzyme-free wells; actives 0.24% (n = 330,000); activation factor at 10 µM; intestinal alkaline phosphatase [Mus musculus];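 active = activation factor of at least 2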; note: the source names both 10 and 20 µM as test concentration; values of inactives mirror those of a sister screen read the other way
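System: Mouse IAP enzyme | Also added: CDP-Star substrate | Dosing: Compounds dispensed in DMSO | Schedule: 30 min enzyme-substrate-compound incubation at room temperature | Technique: Chemiluminescence readout | Control set: DMSO-only wells and no-enzyme negative control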
An asterisk follows results filed as active. Rows were taken by chance; any-hit rate near 5%.

SMILES	APOBEC3G inh	A3A deaminase	hIAP activ	MPTP block	GRIN3A LBD mod	mIAP block	hIAP inh	beta cell repl	mIAP act
Cc1cc(C(=O)N2CCN(c3ccc(C(F)(F)F)cn3)CC2)c(C)o1	-5	-3	0.92	1.0	0	8	8	2	0.92
[O-][n+]1c2ccccc2c2n1CCN=C2c1ccc(Cl)cc1	-1	1	1.1	-1.1	1	3	-8	-5	0.97
CCN1C(=O)C(CC(=O)Nc2ccc(F)cc2)N(Cc2ccc3c(c2)OCO3)C1=S (stereo not given)	-7	1	1.1	0.0	28*	4	-13	-4	0.96
Cc1[nH]c2ccccc2c(=O)c1SC(F)(F)C(F)C(F)(F)F (stereo not given)	-5	-2	1	-5.5	-1	3	-4	1	0.97
CCC(C)(C)NC(=O)COc1ccc(OCc2ccccc2)cc1	-2	1	0.93	-0.2	6	-2	7	-2	1
CNC(=S)N(Cc1cc2cc(OC)c(OC)cc2[nH]c1=O)C1CCCC1	-9	-1	1	-1.0	1	-1	-1	-1	1
CCCN1CCN(C(=O)c2ccc(-c3ccc([N+](=O)[O-])cc3)o2)CC1	-3	-1	0.94	-1.1	2	19	6	-3	0.81
COCCN(C(C)=O)c1nnc(-c2ccccn2)s1	-6	-3	1	-1.0	-1	2	0	-2	0.98
O=C1CC(C(=O)Nc2nccs2)C(c2ccccc2)O1 (stereo not given)	-5	-3	0.97	-0.7	1	-1	2	-2	1
CCN1CCN(CC(=O)Nc2ccc(Cl)c(S(=O)(=O)N(C)C)c2)CC1	0	17	0.96	3.4	1	-15	4	-1	1.1
Cc1ccc(NC2=CC(=O)CC(c3ccc(Cl)cc3)C2)cc1 (stereo not given)	-2	-2	0.87	5.5	1	7	13	-2	0.93
CCOc1ccc(N(CC(=O)N/N=C/c2cc(Br)c(C)o2)S(C)(=O)=O)cc1	-7	-2	0.98	-0.8	-1	13	2	-1	0.87
O=S(=O)(Nc1ccc(Br)cc1)c1cccc2cccnc12	-7	-2	0.82	1.1	-1	9	18	1	0.91
CC(C)CCN1C(Nc2ccccc2)=NC[C@@H]1CC(C)C	-5	-3	1	2.1	-3	-2	-3	-8	1
CC(C(=O)N1CCOCC1)N1C(=O)c2ccccc2C1=O (stereo not given)	-6	-6	1.2	1.1	1	-1	-19	-3	1
CN1CCN(c2ccc(S(=O)(=O)N3CCCCC3)cc2NC(=O)COc2ccc(F)cc2)CC1	-1	31	1	-3.4	2	9	-2	2	0.91
[O-]/C(=C(\C(=S)NCCN1CCOCC1)[n+]1ccccc1)c1ccc(Cl)s1	-11	-4	0.87	-1.2	-1	20	13	0	0.8
CCN1C(=O)CSc2ccc(C(=O)NCc3ccco3)cc21	-6	-2	1	-0.5	0	11	-4	-2	0.89
Cc1cc(Cl)ccc1Oc1ccccc1C(=O)CC#N	-1	-2	0.93	66*	-2	4	7	-5	0.95
O=C(NC1CCCCC1)C(c1ccc(O)c(O)c1)N(C(=O)Cn1nnc2ccccc21)c1cccc(O)c1 (stereo not given)	-4	0	0.93	0.0	-2	12	7	0	0.88
CS(=O)(=O)n1nc(-c2cccnc2)nc1NCc1ccccc1	4	2	0.91	-2.2	-1	12	9	-2	0.88
COc1ccccc1C1=NOC(CN2C(=O)c3ccccc3S2(=O)=O)C1 (stereo not given)	-3	-3	1	1.5	1	-9	0	0	1.1
c1ccc2c(C3=NNC(=NC4CC4)SC3)c[nH]c2c1	-4	4	0.92	-2.3	2	6	8	-2	0.94
COc1ccccc1NS(=O)(=O)c1cc(NC(=O)Nc2cccc(C)c2)ccc1N1CCCCC1	-1	1	1.2	43	24*	-457	-24	-4	5.6*
COc1ccc(CC(=O)c2ccc(O)cc2O)cc1	-7	0	0.86	-1.0	0	3	14	-2	0.97
COc1ccccc1N1CCN(C(=O)c2ccc3nc[nH]c3c2)CC1	-8	-5	1.2	20	-2	2	-15	1	0.98
CCN1CCN(c2ccc(S(=O)(=O)N3CCOCC3)cc2NC(=O)c2ccc(C)cc2C)CC1	-7	-4	0.92	-0.3	2	3	8	4	0.97
C=CCS/C(N)=N\N=C\c1cc(Br)cc([N+](=O)[O-])c1O	-3	0	0.85	53*	4	24	15	-2	0.76
CCOc1ccccc1C1CC(c2cccc(NS(C)(=O)=O)c2)=NN1C(=O)c1ccccc1 (stereo not given)	-4	-2	0.96	1.8	0	-2	4	-1	1
CN(c1ccc(OCC(=O)OCC(=O)Nc2c(F)c(F)c(F)c(F)c2F)cc1)S(=O)(=O)c1ccc(F)cc1	1	7	0.83	1.4	1	9	17	0	0.91
Cc1ccc(OCCN2CCN(C(=O)CCC(=O)Nc3nnc(C(C)C)s3)CC2)cc1	-5	0	0.95	-5.6	-1	4	5	0	0.96
COC(=O)c1c(C)[nH]c(C(=O)C(C)OC(=O)C2=NNC(=O)CC2)c1C (stereo not given)	-5	-6	1.3	2.2	0	-11	-27	0	1.1
COc1ccc(NC(=O)CN2C(=O)NC(C)(C3CC3)C2=O)cc1S(=O)(=O)N1CCCCC1 (stereo not given)	-5	4	0.93	0.3	1	-6	8	-3	1.1
Nc1ncnc2c1ncn2[C@@H]1O[C@H](CNCc2cccn2-c2nccs2)[C@@H](O)[C@H]1O	-7	-8	0.9	-2.5	1	6	10	-1	0.94
O=C(CSC1=NS(=O)(=O)c2cc(Cl)ccc2N1)Nc1ccccc1C(F)(F)F	5	3	0.93	0.0	1	6	7	-3	0.94
CCNC(=S)Nc1ccc(OC(F)(F)F)cc1	-2	1	1	-0.8	-1	-6	0	-2	1.1
Cc1ccc(C)c(NCC(O)c2ccccc2)c1 (stereo not given)	-6	-2	1.1	0.0	-1	2	-10	-1	0.98
COc1ccc2oc(C(=O)OCC(=O)N3CCN(S(=O)(=O)c4ccc(C)cc4)CC3)c(C)c2c1	-3	6	1.3	0.3	-21	-1	-26	-7	1
CCOc1ccc(S(=O)(=O)N2CCCCC2)cc1NC(=O)CCNC(=O)c1ccco1	-5	0	1.1	-3.1	3	2	-8	1	0.98
CC(C)CC(=O)Nc1ccc(C(=O)COC(=O)C2CC(=O)N(Cc3ccccc3)C2)cc1 (stereo not given)	-7	-3	1.1	1.0	0	-1	-9	6	1

Profiles from above.
COc1ccccc1N1CCN(C(=O)c2ccc3nc[nH]c3c2)CC1 is listed as APOBEC3G inh = -8; A3A deaminase = -5; hIAP activ = 1.2; MPTP block = 20; GRIN3A LBD mod = -2; mIAP block = 2; hIAP inh = -15; beta cell repl = 1; mIAP act = 0.98
C=CCS/C(N)=N\N=C\c1cc(Br)cc([N+](=O)[O-])c1O is listed as APOBEC3G inh = -3; A3A deaminase = 0; hIAP activ = 0.85; MPTP block = 53*; GRIN3A LBD mod = 4; mIAP block = 24; hIAP inh = 15; beta cell repl = -2; mIAP act = 0.76

Remaining list, next part.
SMILES	APOBEC3G inh	A3A deaminase	hIAP activ	MPTP block	GRIN3A LBD mod	mIAP block	hIAP inh	beta cell repl	mIAP act
Cc1ccc(NC(=O)CNc2ccccc2N2CCCC2=O)cc1S(=O)(=O)N1CCOCC1	-5	9	0.95	0.8	1	5	5	-1	0.95
Cc1nc(SCc2ccc(OCCC(C)C)cc2)n[nH]1	-5	-3	0.71	20	0	9	28	-2	0.91
CCOc1ccc(CCNC(=O)COC(=O)c2cc(OC)cc(OC)c2)cc1OCC	-5	0	1	0.0	-4	-3	-3	2	1
COc1ccc(N(C)S(=O)(=O)c2cccc(C(=O)NCC3CCCO3)c2)cc1 (stereo not given)	0	2	1	-1.4	1	-8	-4	2	1.1
Cc1c(C(=O)Nc2nc3ccccc3[nH]2)oc2ccc(Br)cc12	-3	0	1.2	4.1	-7	9	-23	-5	0.91
COc1cc2sc3ccc(C#Cc4ccc(N)cc4)cc3c(=O)c2cc1OC	-14	-7	0.97	-0.9	-28	1	3	-8	0.99
O=C(Nc1ccc(Cl)cc1)c1nc[nH]c1C(=O)NCCCCNC(=O)c1[nH]cnc1C(=O)Nc1ccc(Cl)cc1	-8	-6	1.6	0.0	26*	-1	-58	-6	1
COc1ccc(-n2c(=S)[nH]c3cc(C(=O)N4CCN(c5ccccc5)CC4)ccc3c2=O)cc1	-9	-4	1	0.1	-2	5	-3	-1	0.95
Cc1nn(Cc2ccccc2)c(C)c1CCC(=O)O	-1	1	0.93	-0.1	-1	5	7	1	0.95
COc1ccc(C2/C=C\CN(S(=O)(=O)/C=C/c3ccccc3)CC(=O)N2Cc2ccc(F)cc2)cc1 (stereo not given)	-9	-4	1.1	-0.8	4	12	-8	-6	0.88
CN(CC(=O)Nc1cccc(F)c1)C(=O)COc1ccc2c(c1)CCC2	-5	0	1	-1.4	-1	-8	-2	-4	1.1
CCCC(=O)N(c1ccc(OC)cc1)C1C=CS(=O)(=O)C1 (stereo not given)	-4	2	0.88	-0.6	2	-3	12	1	1
Cn1c(C(=O)N2CCN(C(=O)c3ccco3)CC2)cc2c(=O)n3ccccc3nc21	10	8	1	-0.1	1	-1	0	1	1
CCOC(=O)c1sc(NS(=O)(=O)c2ccccc2)nc1C	-7	-6	1	0.2	2	-3	-3	-1	1
CCOC(=O)C(C)n1cnc2c(cnn2-c2ccc(Cl)cc2)c1=O (stereo not given)	1	1	0.89	-0.4	-2	-1	11	1	1
COc1ccc(C)cc1NC(=O)NC(C)c1ccncc1 (stereo not given)	-6	-3	0.98	0.8	3	6	2	-1	0.94
N#C/C(=C\c1cccc(Oc2ccc(C(F)(F)F)cc2[N+](=O)[O-])c1)c1nc2ccccc2[nH]1	0	2	0.9	155*	8	6	10	-5	0.94
CCCCNC(=O)C1CC(=O)N(CCC(C)C)C1 (stereo not given)	-4	-2	0.99	1.4	0	2	1	-2	0.98
O=C(/C=C/c1ccco1)Nc1ccc2nc3n(c(=O)c2c1)CCCC3	5	5	1	0.8	-1	-5	-2	0	1.1
Cc1cccc(C)c1NC(=O)CSc1cc(C(=O)c2nccn2C)c2ccccc2n1	-8	-1	1	1.1	-4	1	-5	-2	0.99
NS(=O)(=O)c1ccc(NC(=O)CCc2ccccc2)cc1	-6	1	0.78	-2.2	-2	7	22	0	0.93
Cc1cccc(NC(=O)c2ccc3c(c2)OCCO3)n1	-4	-1	0.97	-0.7	-2	5	2	-1	0.95
COc1ccc(C2CC(=O)N3CN(c4ccc(C)c(Cl)c4)CSC3=C2C#N)cc1 (stereo not given)	52*	4	1	-0.9	-29	30	0	-1	0.7
O=C(Nc1nc2c(F)cc(F)cc2s1)c1ccc([N+](=O)[O-])o1	-9	-4	0.81	31	-12	-10	19	-7	1.1
CCCCNc1ncnc2sc3c(c12)CCN(CCC)C3	-4	-1	0.89	-0.9	-2	6	11	-2	0.94
